From PubChem
PAFAH1B2 FP inh: blocks human PAF acetylhydrolase 1b catalytic subunit 2 | P68402 | recombinant PAFAH1B2, FP-rhodamine activity probe, fluorescence polarization | inhibition, % at 3.39 µM | actives 1.2% (n = 340,000) | AID 492953;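 active means inhibition above the mean of all tested compounds plus 3 SD, cut at about 24% in these data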;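 further: 0% = enzyme with DMSO and 100% = wells lacking PAFAH1B2; many of its hits are not listed in these tables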
Target sequence (P68402 whole entry, looked up): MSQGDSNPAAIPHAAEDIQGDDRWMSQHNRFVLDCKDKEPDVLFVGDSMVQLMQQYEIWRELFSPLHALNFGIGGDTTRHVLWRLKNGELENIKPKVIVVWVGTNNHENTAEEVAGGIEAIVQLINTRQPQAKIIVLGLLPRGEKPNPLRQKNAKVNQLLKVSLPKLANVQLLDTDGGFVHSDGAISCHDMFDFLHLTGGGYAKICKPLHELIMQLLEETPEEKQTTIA
MEX-5 binding: C. elegans MEX-5 TCR-2 RNA binding activity. actives 0.38% (n = 300,000). Q9XUB2. MEX-5/FITC-TCR2 RNA binding, fluorescence polarization; hits give low values. activity score (negative = inhibition of binding), % at 10 µM;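 active means inhibition past about -25% in most replicates, and total fluorescence under double the plate's negative control median, limit read from the data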;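 further: 0% = DMSO and -100% = 5 µM competing unlabeled TCR2 RNA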
Active calls of the source: *; · = not tested or not shown. Not all compounds are listed (hit frequency here may not be typical).

SMILES	PAFAH1B2 FP inh	MEX-5 binding
COC1C(C)OC(OC2CC(C)(O)Cc3cc4c(c(O)c32)C(=O)c2c(O)cc3c(c2C4=O)OC2OC3(C)C(O)C(N(C)C)C2O)C(OC)C1(C)OC (stereo not given)	1	·
O=[N+]([O-])c1ccc(C(c2ccc([N+](=O)[O-])cc2)c2ccc([N+](=O)[O-])cc2)cc1	3	·
c1cncc(CNCCN2CCNCC2)c1	5	·
O=C1NC(=S)NC(=O)C1=Cc1c(Cl)cccc1Cl	1	·
CCOC(=O)C1(c2ccccc2)CCN(CCc2ccc(NC(=O)CCC(=O)O)cc2)CC1	3	·
Cc1ccc(OP2(=O)Nc3cc(C)c(C)cc3S2)cc1 (stereo not given)	17	·
CCC1([N+](=O)[O-])COP(N)(=O)OC1 (stereo not given)	1	·
CN1C2CCC1CC(OC(=O)c1cccc(O)c1)C2 (stereo not given)	0	·
NC1(C(=O)O)CCCc2ccc(N(CCCl)CCCl)cc21 (stereo not given)	12	·
Cc1ccc(NP(=O)(Oc2ccccc2)Oc2ccccc2)cc1	4	·
S=P1(Oc2ccccc2)Nc2ccccc2N1	12	·
NC(Cc1ccccc1)c1nn[nH]n1 (stereo not given)	-3	·
c1ccc(C(c2ccccc2)c2cccnc2)cc1	8	·
CC12CCC(=O)C=C1CCC1C2CCC2(C)C(O)(C(=O)CO)CCC12O (stereo not given)	2	·
CCC(C)C1NC(=O)C2CCCN2C(=O)C(CC(C)C)OC(=O)CCNC(=O)C(C)N(C)C(=O)C(C(C)C)N(C)C1=O (stereo not given)	4	·
CC(=O)N1Cc2cnnn2-c2ccccc2C1(C)C#N (stereo not given)	3	·
CC12CCC(=O)CC1CCC1C2C(=O)CC2(C)C1CCC2(C)O (stereo not given)	5	·
CCC1CCC(C)N(N=O)C1 (stereo not given)	1	·
Cc1ccc(N2C(=O)NC(=O)/C(=C/c3ccoc3)C2=O)cc1	6	·
Cc1ccc2c(C)cccc2c1	7	·
CC1([N+](=O)[O-])COP(=O)(NC2CCCC2)OC1 (stereo not given)	5	·
COc1cc(/C=C/[N+](=O)[O-])ccc1OC(=O)c1cccnc1	2	1.6
CCN(CC)C(=O)c1ccc2c(c1)C1C=CCC1C(C(=O)O)N2 (stereo not given)	20	-56*
CCC(C)NC(=O)CCC(=O)OC1O[C@H]2OC3(C)CC[C@H]4[C@H](C)CCC(C1C)C24OO3 (stereo not given in full)	1	1.1
CCc1nc2ccccc2c(=O)n1-c1ccccc1OC	1	2.4

Among those listed so far, these contain a COOH group:
SMILES	PAFAH1B2 FP inh	MEX-5 binding
CCOC(=O)C1(c2ccccc2)CCN(CCc2ccc(NC(=O)CCC(=O)O)cc2)CC1	3	·
NC1(C(=O)O)CCCc2ccc(N(CCCl)CCCl)cc21 (stereo not given)	12	·
CCN(CC)C(=O)c1ccc2c(c1)C1C=CCC1C(C(=O)O)N2 (stereo not given)	20	-56*

A stretch from further up, for reference:
SMILES	PAFAH1B2 FP inh	MEX-5 binding
Cc1ccc2c(C)cccc2c1	7	·
CC1([N+](=O)[O-])COP(=O)(NC2CCCC2)OC1 (stereo not given)	5	·
COc1cc(/C=C/[N+](=O)[O-])ccc1OC(=O)c1cccnc1	2	1.6
CCN(CC)C(=O)c1ccc2c(c1)C1C=CCC1C(C(=O)O)N2 (stereo not given)	20	-56*
CCC(C)NC(=O)CCC(=O)OC1O[C@H]2OC3(C)CC[C@H]4[C@H](C)CCC(C1C)C24OO3 (stereo not given in full)	1	1.1
CCc1nc2ccccc2c(=O)n1-c1ccccc1OC	1	2.4

Full records, looked up by structure:
Listed for `O=C1NC(=S)NC(=O)C1=Cc1c(Cl)cccc1Cl` : PAFAH1B2 FP inh = 1; MEX-5 binding = ·
Listed for `CN1C2CCC1CC(OC(=O)c1cccc(O)c1)C2` (stereo not given) : PAFAH1B2 FP inh = 0; MEX-5 binding = ·
Listed for `CC1([N+](=O)[O-])COP(=O)(NC2CCCC2)OC1` (stereo not given) : PAFAH1B2 FP inh = 5; MEX-5 binding = ·

Looked up by compound from above:
SMILES	PAFAH1B2 FP inh	MEX-5 binding
CCC(C)NC(=O)CCC(=O)OC1O[C@H]2OC3(C)CC[C@H]4[C@H](C)CCC(C1C)C24OO3 (stereo not given in full)	1	1.1
CC1([N+](=O)[O-])COP(=O)(NC2CCCC2)OC1 (stereo not given)	5	·

Later entries:
SMILES	PAFAH1B2 FP inh	MEX-5 binding
CC(C)N1CCN(Cc2c[nH]c3ccccc23)CC1CCO (stereo not given)	2	0.7
C#C[C@@]1(O)CCC2C3CCC4=C/C(=N/OCC(=O)NC(C(=O)NC(CC(C)C)C(=O)O)C(C)C)CC[C@]4(C)C3CC[C@@]21C (stereo not given in full)	6	0.3
COc1ccccc1-n1c(-c2ccc(C)cc2)nc2ccccc2c1=O	3	-0.3
COc1ccccc1OCC(=O)N1CCCC(N2CCN(c3ccc(F)cc3)CC2)C1 (stereo not given)	6	0.0
CNc1cc(Cl)c2nonc2c1[N+](=O)[O-]	-2	-3.0
CC1=C2C(=O)C3C(CC=C4CC(O)CCC43C)C2CCC12OC1CC(C)CNC1C2C (stereo not given)	1	0.4
C=C(COC(C)=O)CC1CC(O)[C@]2(C)OC3CC4OC5C[C@]6(C)O[C@]7(C)CCC8OC9C[C@]%10(C)OC%11C(C)=CC(=O)OC%11CC%10OC9C[C@@H](C)C8OC7CC6O[C@]5(C)C/C=C\C4OC3CC2O1 (stereo not given in full)	2	-2.1
O=C(COc1ccc(Cl)cc1)NCCc1cnc[nH]1	6	0.4
O=C1Nc2ccc(Br)cc2C(c2ccc(Cl)cc2)=NC1O (stereo not given)	8	-3.1
CN1C(=O)C(=Cc2cn(CC#N)c3ccccc23)C(=O)N(C)C1=O	2	-1.4
Cc1ccc(-n2c(CNCc3ccc(F)cc3)nc3ccccc3c2=O)cc1	4	6.0
CC(C)c1ccc(C2NCc3ccccc3-n3cccc32)cc1 (stereo not given)	1	0.2
COc1cc(OC)c(OC)cc1CNCCc1ccc(F)cc1	-4	1.9
Cc1ccc(C2CC3CCC(C2)N3Cc2ccccc2F)cc1 (stereo not given)	1	1.2
O=C(Cc1ccccc1)OCC(=O)c1ccccc1	-1	3.4
Cn1cccc1/C=C1\C(=O)NC(=O)N(Cc2ccco2)C1=O	6	-6.8
COc1ccc(OCC(=O)N2CCN(Cc3c[nH]c4ccccc34)CC2)cc1	0	-5.0
NNC(=O)c1nc[nH]c1C(=O)Nc1ccc(Cl)cc1C(=O)c1ccccc1	-16	-1.2
